# Screens (PubChem)
# ATXN2 expr inh – Primary qHTS for Inhibitors of ATXN expression; Potency, µM (doses to about 57 µM), for the others: at the highest dose activity change, negative = inhibition, usual class: inhibitors; AID 1745845, 2022; HEK-293 ATXN2-luciferase reporter, luminescence, 24 h; 0.72% of 360,000 active; note: potency is the fitted concentration of half-maximal effect; % is set by controls: 0 for no effect and ±100 for the full control effect; nearly all actives have a fitted effect of over 55% in size
#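 ATXN2-luciferase reporter cells (luciferase flanked by upstream and downstream ATXN2 gene portions) were treated 24 h at 37 °C with compounds at up to 57 uM. SteadyGlo luminescence gave expression; GF-AFC fluorescence gave viability.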
# A549 tox – Nrf2 qHTS screen for inhibitors: counterscreen for cytotoxicity; AID 504648, 2011; Potency, µM (titrated, usually from 46 µM), for the others: at the top dose activity change, negative = cytotoxicity, hits mostly inhibitors; A549 ARE-Fluc cells, CellTiter-Fluor viability, 18-24 h; 0.16% of 390,000 active; note: potency is the fitted concentration of half-maximal effect; % is set by controls: 0 for no effect and ±100 for the full control effect
#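 Cytotoxicity counterscreen: CellTiter-Fluor fluorescence was measured in A549 ARE_Fluc cells after 18-24 h of compound exposure in a concentration series. The subsequent BugLite luminescent read reports ARE-luciferase activity.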
# HepG2 viability – qHTS for Inhibitors of TGF-b: Cytotox Counterscreen | HepG2 CAGA-GFP viability, ATP luminescence, 18 h | Potency, µM (doses to about 46.1 µM), inactives show at the top dose activity change, negative = cytotoxicity, usual class: cytotoxic | 0.76% of 410,000 active; note: potency is the fitted concentration of half-maximal effect; some results filed as inactive show a strong effect at the top dose
#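 HepG2 CAGA-GFP cells (1000/well, DMEM with 1% FBS) received compound, then TGF-beta at 500 pg/mL final, and were incubated 18 hours at 37 degrees C. Viability was read by CellTiter-Glo luminescence. Media-only wells were set as complete cell-killing and DMSO as no toxicity.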
# TGFb inhibitor – qHTS for Inhibitors of TGF-b; HepG2 CAGA-GFP TGF-b/SMAD3 reporter, GFP fluorescence, 18 h; TGF-beta stimulated, 500 pg/mL final; Potency, µM (top dose mostly 46.1 µM), for the others: at the highest dose activity, negative = inhibition, hits mostly inhibitors; 1.2% of 410,000 active; AID 588855, 2011; note: potency is the fitted concentration of half-maximal effect; % is set by controls: 0 for no effect and ±100 for the full control effect; nearly all actives have a fitted effect of over 65% in size
#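 Cell-based qHTS in HEPG2 carrying a CAGA-GFP Smad reporter; compounds added before 500 pg/mL final TGF-beta, 18 h incubation at 37 degrees C, GFP fluorescence quantified per cell by imaging cytometry.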
# Nrf2 inh – Nrf2 qHTS screen for inhibitors. A549 ARE-Fluc reporter, luciferase luminescence, 18-24 h. Potency, µM (series often up to 46 µM), for the others: at the top dose activity change, negative = inhibition, usual class: inhibitors. 2.1% of 360,000 active. AID 504444, 2011; note: potency is the fitted concentration of half-maximal effect; % is set by controls: 0 for no effect and ±100 for the full control effect; nearly all actives have a fitted effect of over 60% in size
#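 Nrf2 activity is the BugLite luminescence, read 15 min after reagent at room temperature, following CellTiter-Fluor cytotoxicity readout (30 min, 37C). Compound titrations were applied for 18-24 h to 5000 A549 ARE_Fluc cells/well in 5% FBS OPTI-MEM.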
# Nrf2 ARE act – qHTS of Nrf2 Activators | AREc32 ARE-luciferase reporter (MCF7-derived line), luminescence, 24 h | Potency, µM (highest dose often 46.1 µM), inactives show at the highest dose activation, most hits filed as activators | 0.31% of 410,000 active; note: potency is the fitted concentration of half-maximal effect; % of control where 0% means no effect; nearly all actives have a fitted effect of over 65% in size
#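 Each well held 1000 AREc32 cells, which were incubated with compound for 24 hr at 37 deg C after overnight attachment, and ARE reporter activity was quantified by firefly luciferase luminescence.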
# EPAC2 ag – qHTS for Agonist of cAMP-regulated guanine nucleotide exchange factor 4 (EPAC2): primary screen; Potency, µM (top dose mostly 154 µM), for the others: top-dose activation, most hits filed as activators; AID 720711, 2013; EPAC2 activation, biochemical qHTS; response scale: 100% = 6.5 mM cAMP response; 0.079% of 360,000 active; Rap guanine nucleotide exchange factor 4 (Homo sapiens), Q8WZA2; note: potency is the fitted concentration of half-maximal effect; nearly all actives have a fitted effect of over 50% in size
# Target sequence (Q8WZA2 whole entry, looked up): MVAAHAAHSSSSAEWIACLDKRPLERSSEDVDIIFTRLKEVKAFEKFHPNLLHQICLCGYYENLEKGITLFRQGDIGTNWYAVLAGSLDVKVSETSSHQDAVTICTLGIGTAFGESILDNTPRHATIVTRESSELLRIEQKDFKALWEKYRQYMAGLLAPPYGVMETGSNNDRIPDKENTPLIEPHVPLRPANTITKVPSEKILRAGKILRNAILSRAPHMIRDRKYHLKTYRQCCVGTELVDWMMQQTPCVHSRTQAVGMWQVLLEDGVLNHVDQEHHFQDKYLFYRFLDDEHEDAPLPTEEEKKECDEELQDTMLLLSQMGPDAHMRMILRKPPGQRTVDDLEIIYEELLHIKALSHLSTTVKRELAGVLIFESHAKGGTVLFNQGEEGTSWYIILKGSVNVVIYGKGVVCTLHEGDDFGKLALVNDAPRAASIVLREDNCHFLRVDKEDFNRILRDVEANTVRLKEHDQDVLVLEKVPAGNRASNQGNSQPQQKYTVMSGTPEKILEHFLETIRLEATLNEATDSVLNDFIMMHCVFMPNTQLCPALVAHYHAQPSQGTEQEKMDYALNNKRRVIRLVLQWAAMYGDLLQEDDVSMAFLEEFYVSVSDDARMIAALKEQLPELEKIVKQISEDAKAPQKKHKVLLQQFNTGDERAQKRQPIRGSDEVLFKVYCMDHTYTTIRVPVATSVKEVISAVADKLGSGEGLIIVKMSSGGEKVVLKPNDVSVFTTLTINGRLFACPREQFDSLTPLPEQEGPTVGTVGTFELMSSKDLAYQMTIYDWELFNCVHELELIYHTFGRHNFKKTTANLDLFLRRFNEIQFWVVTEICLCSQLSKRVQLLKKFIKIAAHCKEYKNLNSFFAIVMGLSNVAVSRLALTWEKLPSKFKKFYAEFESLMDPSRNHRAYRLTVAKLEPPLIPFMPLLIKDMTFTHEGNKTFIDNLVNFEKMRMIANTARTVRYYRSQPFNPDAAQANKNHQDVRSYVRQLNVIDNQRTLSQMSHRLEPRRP
#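 Nucleotide exchange monitored as fluorescence drop when BODIPY-GDP leaves Rap1B. Reaction: 100 nM EPAC2, 250 nM RAP1B-BODIPY-GDP, 50 uM GDP, room temperature, kinetic read over 30 min. Activity expressed relative to 6.5 mM cAMP.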
# ATXN viability – Viability Counterscreen for Primary qHTS for Inhibitors of ATXN expression; S2 cells (HEK-293 line with an ATXN2-luciferase reporter) viability, CellTiter-Fluor protease fluorescence, 24 h; Potency, µM (doses to about 56.7 µM), most hits filed as cytotoxic; 0.49% of 400,000 active; AID 651635, 2014; note: potency is the fitted concentration of half-maximal effect; nearly all actives have a fitted effect of over 40% in size
# IL2 activator – qHTS of IL-2 Activators; IL-2 activation reporter assay, cell-based qHTS; stimulated with anti-CD3/CD4/CD28 beads; in transgenic mouse T cells; activation, % (series mostly up to about 46 µM); 0.065% of 360,000 active; AID 652025, 2013; in the data active = activation above about 50%; inconclusive = mostly about 30% to 49%; note: 0% is about no effect
#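 Unstimulated transgenic mouse T cells; 60-min compound exposure; bead-based TCR/CD4/CD28 stimulation; 18 h culture, 37 degrees C; dual fluorescence (EGFP, DsRed) plate cytometry.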
# Active calls of the source: *; i = inactive; u = inconclusive; x = not tested or not shown; [ ] = dose if it differs, or a comment. Unless noted, calls come from the whole dose curve; as a rule, active = well fitted curve in the direction sought with a large enough effect; inconclusive = small, poorly fitted or top-dose-only effect, or another doubt; inactive = no such curve, though single readings can be large; an effect the other way counts as inactive or inconclusive. Rows are unselected; 4.3% or so of the library scored in one or more.
SMILES,ATXN2 expr inh,A549 tox,HepG2 viability,TGFb inhibitor,Nrf2 inh,Nrf2 ARE act,EPAC2 ag,ATXN viability,IL2 activator
O=C1Nc2ccccc2C(O)(C(=O)NC2CC2)N1c1ccc(Cl)c(Cl)c1 (stereo not drawn),7%,30%,4%,40%[activator],2%,0.5%,0%,u,-2.0
COc1ccc(CCN(C)C(=O)c2cc(-c3ccc(C)cc3)nc3ccccc23)cc1OC,-2%,2%,0%,21%,2%,3.6%,10%,i,-2.5
CCCOc1ccc(C(=O)Nc2cccc(NC(=O)c3ccc(Cl)cc3Cl)c2)cc1,-14%,-9%,11µM*,u,-21%,-0.1%,x,u,x
CC(=O)/C(C#N)=C1\NC(=O)C(Cc2ccccc2C)S1 (stereo not drawn),-28%,-9%,-21%,-23%,u,7.1%,6%,x,-5.8
Cc1c(C(=O)Nc2nnc(C3CC3)s2)oc2c(Cl)cccc12,9%,1%,-24%,-3%,29%,5.7%,-6%,i,2.7
CC(C)C(=O)Nc1nnc(Cc2ccccc2)s1,7%,-8%,-5%,-4%,0%,0.0%,-1%,i,0.4
CCOC(=O)C1CCN(CC(=O)c2c(C)[nH]c3cc(C)ccc23)CC1,-16%,6%,-6%,2%,x,3.8%,-1%,i,-2.7
CCOC(=O)c1c(C)n(-c2ccccc2)c2ccc(OC(=O)c3cccc(OC)c3OC)cc12,7%,2%,-21%,-34%,9%,5.6%,x,i,x
CCN(CC)CCSc1nc2c([nH]1)c(=S)n(C)c(=O)n2C,8%,9%,3%,0%,-3%,-0.2%,-2%,i,0.7
Cc1cc(NS(=O)(=O)c2ccc(NC(=O)c3cc4ccccc4o3)cc2)nc(C)n1,-1%,-10%,1%,17%,-2%,0.1%,1%,i,0.1
COc1ccccc1NC(=O)Cc1nnc(SCC(=O)NC2=NCCS2)n1C,15%,10%,1%,24%,23%,2.6%,3%,i,-0.3
CCOc1ccc(C2NC(=O)c3sc(=S)n(-c4ccccc4)c3N2)cc1 (stereo not drawn),-4%,0%,-59%,-10%,1%,-0.2%,5%,i,-3.0
CCn1cc(SCC(=O)NCc2ccc3c(c2)OCO3)c2ccccc21,-5%,0%,-20%,-11%,-15%,2.3%,-1%,i,-0.6
CCOc1ccc(C(=O)N2CCCN(C(=O)c3ccc(OCC)cc3)CC2)cc1,-5%,-2%,-2%,0%,11%,-0.1%,7%,i,0.5
Cc1ccc(NC(=O)c2cccc3c2-c2ccccc2C3=O)cc1C,-3%,-5%,-17%,3%,-1%,0.4%,7%,i,-0.5
O=C(COC(=O)COc1ccccc1)Nc1cccnc1Cl,6%,-1%,1%,-5%,0%,0.4%,-4%,u,1.4
CC1CCCN(CCCNC(=O)c2nn(C)c3c2CSc2ccccc2-3)C1 (stereo not drawn),-30%,-13%,-14%,-7%,12%,0.3%,-1%,u,-3.4
CN1CCN(C(=O)c2ccc(N(C)S(=O)(=O)c3cccs3)cc2)CC1,3%,2%,-7%,-9%,-8%,0.2%,13%,i,0.7
Cc1cc(N/N=C2/CCCc3ccccc32)nc2ccccc12,-3%,u,11µM*,16µM*,u,3.7%,4%,u,0.3
Cc1ccc(C)c(OCC(=O)Nc2sc3c(c2C#N)CCCC3)c1C,-4%,8%,-5%,-34%,3%,-0.6%,x,i,x
CN(CC(=O)Nc1ccc(N2CCOCC2)cc1)C(=O)CCNC(=O)c1ccccc1Cl,-11%,2%,-5%,18%,6%,-0.1%,1%,i,0.0
Cc1nn(-c2ccccc2)c2sc(C(=O)Nc3ccc(Cl)cc3Cl)cc12,x,-1%,0%,x,-5%,3.9%,x,x,x
COC(=O)C(CCSC)NC(=O)c1cc2c(n(-c3ccc(C)cc3)c1=O)CCCC2=O (stereo not drawn),-12%,1%,-2%,-8%,2%,0.9%,9%,i,1.1
O=C1CCSc2ccc(S(=O)(=O)Nc3cccc(C(F)(F)F)c3)cc2N1,-11%,-7%,-25%,-1%,-30%,-0.7%,x,i,x
CCCCS(=O)(=O)c1oc(-c2cccs2)nc1S(=O)(=O)c1ccccc1,3.2µM*,u,-109%,3.2µM*,u,-4.4%,x,3.2µM*,x
COc1ccc(-n2nc([N+](=O)[O-])c(=NCc3cccnc3)n2O)cc1,3%,-20%,-4%,9%,23%,5.9%,3%,u,-1.0
O=C(COc1ccc2ccccc2c1)NNC(=O)Nc1ccc(F)cc1F,-6%,-8%,-21%,2%,6%,0.5%,-3%,u,1.3
Cc1c(CC(=O)NCCCC(=O)O)c(=O)oc2cc3oc4c(c3cc12)CCCC4,-7%,-8%,-1%,-1%,9%,-0.9%,0%,i,-2.9
COc1cc(/C=C/C(=O)c2ccc3c(c2)OCO3)cc(Cl)c1O,-7%,-3%,-1%,32%[activator],u,u,11%,x,6.2
COc1ccc(CNC(=O)COC(=O)/C=C/c2cccc(Br)c2)cc1,-20%,3%,2%,-15%,8%,-0.2%,-7%,i,-0.8
C=CCOc1c2ccc(C(=O)NCc3ccccc3OC)cc2nn1C,-4%,18%,-3%,12%,-8%,3.4%,10%,i,0.2
CCCCC(=O)N(CCOC)c1nnc(-c2cccnc2)s1,14%[11.3 µM],-1%,1%,-2%,-11%,0.2%,-2%,i,-0.4
CCn1c(CN2CCOCC2)nnc1SCC(=O)Nc1ccccc1C,-7%,2%,-1%,-3%,3%,0.0%,6%,i,1.5
O=C(NC(=S)Nn1cnc2c(cnn2-c2ccccc2)c1=O)c1ccc(Oc2ccccc2)cc1,10%,0%,-9%,-23%,-6%,0.0%,0%,u,-1.3
CCOc1ccc(NC(=O)c2ccncc2)cc1,21%,-3%,-3%,1%,3%,-0.2%,2%,i,3.5
COC(=O)CN1C(=O)N/C(=C/c2cc3c(cc2OC)OCO3)C1=O,x,-1%,9%,-1%,u,4.4%,9%,u,-0.1
Cc1ccc2nc(N3CCN(c4cccc(C)c4C)CC3)c3nncn3c2c1,-3%,2%,-2%,0%,26%,0.0%,x,i,x
CCOc1ccc(-n2c(=O)c3ccccc3c3ccccc3c2=O)cc1,-21%,-6%,33%,u,-4%,0.5%,13%,i,0.1
Cc1c(CNC2CCCCC2)c(C(=O)O)c(C)n1Cc1cccc(Cl)c1,-1%,0%,-1%,0%,-6%,0.0%,x,i,x
CC(C)(C)NC(=O)C(=O)NNC(=O)c1ccco1,x,-4%,-3%,3%,1%,1.0%,-1%,i,0.6
Cn1c(=O)c([N+](=O)[O-])c(Cl)c2ccccc21,u,21µM*,-64%,u,u,8.6%,17%,x,-1.0
CC(=O)n1cc(Nc2ccccc2C(=O)O)c2ccccc21,3%,-3%,-2%,-18%,x,0.4%,-2%,i,-0.5
Cc1[nH]c(=O)c(C#N)cc1-c1ccncc1,0%,1%,-23%,-1%,10%,3.4%,12%,i,-0.4
Cc1ccc(-c2nn(-c3ccc(F)cc3)cc2C(=O)N2CCN(C3CCS(=O)(=O)C3)CC2)cc1 (stereo not drawn),-17%,-5%,-23%,-10%,3%,0.0%,1%,i,0.7
Cc1ccn2c(CNCCn3cccn3)c(C(=O)N3CCCCCC3)nc2c1,x,-5%,16%,2%,17%,-0.7%,21%,i,-2.3
COc1ccc(C)cc1NC(=O)Nc1cccc(C(=O)O)c1,-3%,1%,2%,-12%,1%,-0.2%,7%,i,-0.8
CCCCC(Sc1nc2cc3c(cc2c(=O)n1CCCC(=O)NCc1ccc2c(c1)OCO2)OCO3)C(=O)OCC (stereo not drawn),x,8%,-9%,-31%,x,1.4%,x,x,x
CC(=O)N1CCc2c(sc(NC(=O)Cc3ccc(F)cc3)c2C#N)C1,x,14%,-18%,4%,2%,4.4%,5%,i,0.1
O=C(N/N=C/c1cccs1)c1ccccn1,-14%,-3%,-20%,-1%,17%,-0.2%,10%,i,-0.9
COc1ccc(NC(=S)N(Cc2ccc(C(=O)O)cc2)Cc2ccc(OC)c(OC)c2)cc1,-2%,-8%,0%,u,0%,0.1%,6%,i,-2.6
COc1cccc2c1Oc1ncccc1N(C(=O)Nc1ccc(F)c(Cl)c1)C2,1%,-6%,-30%,u,4%,4.9%,x,i,x
COc1ccc(Cc2nnc(SCC(=O)N(C)CC(=O)Nc3ccc(C)cc3)o2)cc1,2%,-9%,15%,-33%,-10%,-0.1%,-2%,i,-2.3
CCOC(=O)C1=C(COC(=O)/C=C/c2ccc(SC)cc2)NC(=O)NC1C (stereo not drawn),-11%,-1%,-15%,-4%,-3%,5.0%,1%,i,0.3
COc1ccc(CCNC(=O)CCCn2c(=O)c3cccn3c3ccccc32)cc1OC,x,-1%,-7%,-4%,u,0.4%,x,x,x
O=C(NCc1cccnc1)c1cccc(-c2cc3ccccc3oc2=O)c1,0%,-2%,-15%,-5%,u,22%,9%,i,-2.1
CCOC(=O)c1c(NC(=O)c2nc(S(C)(=O)=O)ncc2Cl)sc(C(C)=O)c1C,x,-19%,-11%,u,18%,1.0%,x,x,x
O=C(CC12CC3CC(CC(C3)C1)C2)N1CCCC1,-2%,0%,2%,-17%,6%,0.3%,2%,i,-1.7

# Compound profiles, from the list above. Screens in order: ATXN2 expr inh, A549 tox, HepG2 viability, TGFb inhibitor, Nrf2 inh, Nrf2 ARE act, EPAC2 ag, ATXN viability, IL2 activator
# Shown for O=C1CCSc2ccc(S(=O)(=O)Nc3cccc(C(F)(F)F)c3)cc2N1 → -11%, -7%, -25%, -1%, -30%, -0.7%, x, i, x
# Shown for CCn1c(CN2CCOCC2)nnc1SCC(=O)Nc1ccccc1C → -7%, 2%, -1%, -3%, 3%, 0.0%, 6%, i, 1.5
